# From PubChem
# NR2E3 ag-1 = human photoreceptor-specific nuclear receptor agonism; AID 602229; 360,000 tested, 0.35% active; Q9Y5X4; inhibition of corepressor binding, % at 3.98 µM; CHO-S Gal4-NCOR/VP16-NR2E3 two-hybrid, luciferase;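 active means inhibition above the mean of all tested compounds plus 3 SD, cut at about 70% in these data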;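 further: 0% = DMSO with NR2E3 transfected cells and 100% = cells lacking NR2E3 construct; higher means lower luciferase signal from less NR2E3 corepressor binding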
# Target sequence (Q9Y5X4 whole entry, looked up, the tested form may be a part): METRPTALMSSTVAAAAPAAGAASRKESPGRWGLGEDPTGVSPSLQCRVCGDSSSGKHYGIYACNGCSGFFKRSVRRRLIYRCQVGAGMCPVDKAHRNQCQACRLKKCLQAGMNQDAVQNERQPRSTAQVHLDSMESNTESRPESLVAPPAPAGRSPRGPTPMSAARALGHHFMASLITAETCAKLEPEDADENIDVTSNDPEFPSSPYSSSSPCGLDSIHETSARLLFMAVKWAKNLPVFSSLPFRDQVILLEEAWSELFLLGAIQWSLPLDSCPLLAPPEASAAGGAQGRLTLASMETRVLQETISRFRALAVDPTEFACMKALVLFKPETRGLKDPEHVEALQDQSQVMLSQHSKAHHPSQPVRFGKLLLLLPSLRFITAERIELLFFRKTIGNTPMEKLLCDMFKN
# iPSC survival up = hiPSC single-cell survival enhancement; ATPlite luminescence; 100% = ROCK inhibitor wells, 0% = DMSO; survival enhancement, % at 20 µM; 360,000 tested, 0.044% active; AID 602274; in the data active means survival enhancement above about 18%;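 further: cells exposed to compounds for 16 hours before the ATP read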
# PDI turbidity = inhibitors of human protein disulfide isomerase | PDI insulin aggregation turbidity, A650, 90 min | inhibition, % at 10 µM | 350,000 tested, 0.052% active | AID 588391 | P07237;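 active means mean inhibition across replicates of 30% or more, whatever share of single replicates reach that level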;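 further: absorbance from insulin aggregation driven by PDI reduction with DTT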
# Target sequence (P07237 whole entry, looked up): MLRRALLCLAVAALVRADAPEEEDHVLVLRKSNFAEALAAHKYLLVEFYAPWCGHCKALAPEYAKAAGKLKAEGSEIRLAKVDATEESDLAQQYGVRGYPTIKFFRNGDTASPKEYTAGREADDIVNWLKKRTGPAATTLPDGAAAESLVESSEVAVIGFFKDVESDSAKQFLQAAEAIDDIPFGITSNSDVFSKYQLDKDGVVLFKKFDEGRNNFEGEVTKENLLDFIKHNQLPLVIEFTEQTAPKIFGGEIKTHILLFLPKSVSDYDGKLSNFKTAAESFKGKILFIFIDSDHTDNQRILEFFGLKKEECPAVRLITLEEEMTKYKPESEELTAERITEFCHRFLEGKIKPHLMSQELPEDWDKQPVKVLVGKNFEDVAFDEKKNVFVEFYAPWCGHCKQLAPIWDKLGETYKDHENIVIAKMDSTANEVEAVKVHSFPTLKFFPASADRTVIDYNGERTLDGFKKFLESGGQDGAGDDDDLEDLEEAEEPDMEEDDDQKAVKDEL
# CaV13 ICDI inh = Primary screen for inhibitors of IQ motif and Ca2+-dependent inactivation inhibitor domain binding in CACNA1D, Förster resonance energy transfer in living cells, …; HEK cells, CFP/YFP FRET ICDI-IQ, plate reader, 10 min; percent FRET-ratio fall versus neutral wells; inhibition, % at 12.3 µM; AID 743397; 340,000 tested, 0.098% active;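 active means mean replicate inhibition of at least 30% and at least 1% of replicates passing that level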;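 further: 0% = median of the neutral control wells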
# Peg3 promoter = reduces Peg3 promoter-driven luciferase expression in HeLa; inhibition, % at 20 µM; HeLa PEG-Prom luciferase reporter, luminescence, overnight; 360,000 tested, 1.7% active;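 active means inhibition of at least 50% at 20 µM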
# HIF-2a block = HIF-2a inhibition | 786-0 RCC cells HIF-2a reporter, luciferase luminescence, overnight | inhibition, % at 18.8 µM | 360,000 tested, 0.72% active | AID 624352;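 active means inhibition of the luminescence signal of 40% or more relative to plate controls, in a single-dose primary screen at 18.75 µM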
# NR2E3 ag-2 = agonists of human nuclear receptor NR2E3; AID 2300; GST-NR2E3/biotin-RetCOR TR-FRET, 1536-well; Q9Y5X4; 320,000 tested, 0.12% active; inhibition of corepressor binding, % at 4.78 µM;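 active means percent inhibition above the cutoff of mean plus 3 SD of all tested compounds, set per screening campaign, cut at about 20% in these data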;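 further: 0% = DMSO wells and 100% = biotin wells as full block of FRET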
#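 Test system – NR2E3–RetCOR corepressor complex · Quantity – NR2E3 fusion 1.35 nM · Buffer or medium – Tris pH 7.5 · Incubation – Compound–protein incubation for 5 h at 4 °C · Technique – TR-FRET, Eu(K)-anti-GST donor, streptavidin-D2 acceptor, ex 340, em 617/671 nm · Evaluation – percent inhibition of 671/617 nm emission ratio versus biotin and DMSO controls · Plate – 1536-well format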
# MITF TRPM1 inh = inhibitors of MITF-driven TRPM1 promoter in melanoma cells; AID 488899; inhibition, % at 12.5 µM; SK-MEL-5 TRPM1 promoter luciferase, 24 h; 330,000 tested, 0.83% active;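 active means mean inhibition across replicates of 60% or more, whatever share of single replicates reaches that level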; further: values of inactives mirror those of a sister screen read the other way
# HTR2A ag = activates the mouse 5-HT2A serotonin receptor; AID 624169; activation, % at 7.6 µM; P35363; CHO-K1 mHTR2A beta-arrestin complementation, luminescence; percent of 30 µM serotonin response; 360,000 tested, 0.66% active;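 active means activation above a run cutoff, the mean activation of all tested compounds plus 3 SD, cut at about 14% in these data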;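 further: 0% = plate median of compound wells and 100% = 30 µM serotonin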
# H9c2 protect = myocardial damage modulation in H9c2 cells; H9c2 cardiomyocytes, H2O2 injury protection, ATPLite, 2 h; protection from H2O2 cell death, % at 20 µM; 360,000 tested, 0.63% active; AID 588492;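 active means compounds giving at least 50% protection of heart cells from peroxide-induced death in the single-dose screen, raw or plate-pattern-corrected value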;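 further: 0% = DMSO wells with peroxide and 100% = DMSO wells without peroxide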
# Shn3 inh set2 = inhibitors of Schnurri-3 3'UTR reporter in osteoblasts; Clone20 osteoblast Shn3 3'UTR firefly luciferase, 24 h; inhibition, % at 12.5 µM; 360,000 tested, 0.52% active;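 active means mean inhibition of at least 75% with every replicate also reaching 75%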;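 further: 0% = median of neutral control wells and 100% = pilot-screen positive control compound; some compounds past the cut are filed as inactive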
# An asterisk follows results filed as active; . = not tested or not shown.
SMILES,NR2E3 ag-1,iPSC survival up,PDI turbidity,CaV13 ICDI inh,Peg3 promoter,HIF-2a block,NR2E3 ag-2,MITF TRPM1 inh,HTR2A ag,H9c2 protect,Shn3 inh set2
O=C(CCC(=O)N1CCN(S(=O)(=O)c2ccc(Cl)cc2)CC1)Nc1ccc(Cl)cc1Cl,-12,-1.3,19,-3,-3,2,3,-5,3,0,7
Cn1cc(CNC(=O)/C=C/c2ccc(Cl)cc2)cn1,7,2.2,6,-5,1,-12,-1,-17,-3,-2,-18
COc1ccc(/C=N/Nc2nonc2N)cc1,-34,-0.9,-5,-4,-43,-86,-2,12,-3,-1,-57
CCCN(C(=O)c1ccc(S(=O)(=O)N2CCCC2)cc1)C1CCS(=O)(=O)C1 (stereo unspecified),2,0.7,-2,-6,-9,6,0,2,-9,6,-11
COc1ccccc1NS(=O)(=O)c1ccc(C)c(C(=O)NC2=NCCS2)c1,-37,-0.4,0,-6,14,-3,-1,19,-4,-3,9
Cc1ccc(SCC(=O)NCc2ccccc2)cc1,-20,-0.3,-1,-6,-32,-50,3,-11,-3,2,-20
Cc1cc(C(=O)NC(Cc2ccccc2)C(=O)O)c(C)o1 (stereo unspecified),-22,-0.5,0,-7,17,12,-4,13,9,1,-12
O=C(NC1CCCC1)C(c1ccccc1)N(C(=O)c1csnn1)C1CCCC1 (stereo unspecified),-7,-0.3,4,-3,-2,6,4,9,-1,-2,0
COc1ccc2c(c1)sc(N)[n+]2Cc1cc(C)cc2cccnc12,-82,-0.7,-3,-3,25,28,0,-9,-2,-10,47
Cc1cc(C(F)(F)F)c2sc(N)nc2n1,26,1.3,16,0,0,9,-1,10,0,9,12
COc1cc(NC(=O)c2cc(Cl)ccc2Cl)ccc1-c1cc2ccccc2oc1=O,-11,-0.3,-1,-4,10,-5,-3,-5,0,-2,30
CC1CCCN(CCOCCOc2ccccc2-c2ccccc2)C1 (stereo unspecified),24,-1.9,4,-2,4,7,-2,-9,-4,-7,-16
Cn1nccc1C(=O)NC1CCCc2c1cnn2-c1ccccc1F (stereo unspecified),105*,-0.3,0,-7,6,7,-2,28,4,-15,90*
C1CCc2c(nc3nnnn3c2NCC2CC2)C1,-14,0.4,1,-4,16,10,0,-5,5,4,-13
COc1ccc(Cc2nnc(SCC(=O)Nc3ncc(C)s3)o2)cc1,-22,-1.4,-4,-4,17,20,1,-3,-2,-2,0
Cc1ccccc1S(=O)(=O)Cc1ccc(C(=O)NCc2ccc(F)cc2)o1,-7,-0.1,2,-5,12,16,0,3,-2,-5,1
Cc1ccc(OCC(=O)Oc2ccc(C)c(C)c2)cc1,-9,0.4,-8,-21,-2,17,0,6,-2,0,-10
CCCCC(=O)NC(=S)Nc1ccc(NC(=O)C(C)C)c(OC)c1,-10,-0.2,2,-1,9,2,0,2,0,4,17
CCN1C(=O)[C@H]2[C@@H](c3ccc(SC4CCCCC4)cc3)N3CCCC[C@@]3(C(=O)OC)[C@H]2C1=O,-17,0.8,-6,-10,8,11,1,0,4,-16,15
COc1ccccc1CCNC(=O)C(=O)NCC1CCCN1S(=O)(=O)c1ccccc1 (stereo unspecified),10,-0.6,-1,-4,14,12,0,19,-3,2,32

# Ordered by value in HIF-2a block (smallest number first): five from the list above.
SMILES | HIF-2a block
O=C(CCC(=O)N1CCN(S(=O)(=O)c2ccc(Cl)cc2)CC1)Nc1ccc(Cl)cc1Cl | 2
CC1CCCN(CCOCCOc2ccccc2-c2ccccc2)C1 (stereo unspecified) | 7
Cc1cc(C(F)(F)F)c2sc(N)nc2n1 | 9
Cc1cc(C(=O)NC(Cc2ccccc2)C(=O)O)c(C)o1 (stereo unspecified) | 12
Cc1ccccc1S(=O)(=O)Cc1ccc(C(=O)NCc2ccc(F)cc2)o1 | 16

# Further compounds
SMILES,NR2E3 ag-1,iPSC survival up,PDI turbidity,CaV13 ICDI inh,Peg3 promoter,HIF-2a block,NR2E3 ag-2,MITF TRPM1 inh,HTR2A ag,H9c2 protect,Shn3 inh set2
Cn1cc(CN2CCC(n3nccc3NC(=O)c3ccccc3Cl)CC2)cn1,-22,-0.4,5,-5,10,16,2,-12,0,-1,-18
Cc1cccc(NC(=O)CSc2nnc(C)c(C)n2)c1,5,-0.7,6,-5,3,2,3,6,1,-4,-8
COc1ccc(Br)cc1CN1CCN(C(=O)c2ccco2)CC1,-14,0.7,-4,-2,18,11,-1,-2,-2,2,1
CCC(C)(C)n1nnnc1C(c1cccc(C#N)c1)N1CCN(c2cccc(C)c2C)CC1 (stereo unspecified),-5,0.1,-3,.,20,12,6,-3,0,-3,22
O=C(c1cc(S(=O)(=O)N2CCOCC2)c(Cl)cc1Cl)N1CCCC1,-22,-0.3,0,-2,-20,-5,.,11,3,0,-5
Cc1ccc(Nc2cc(C)nc3nc(C)nn23)cc1,-8,-1.6,.,-4,5,-9,2,3,4,-7,23
CC(C)CNC(=O)CC(=O)NN=C1CCCC1,-3,0.3,-4,-6,-1,14,3,-17,-1,8,5
CC1CC(=O)Nc2cc([N+](=O)[O-])ccc2N1 (stereo unspecified),-4,-0.2,10,-16,0,10,1,-13,-4,12,6
COc1ccccc1CNC(=O)CCn1c(=O)[nH]c2ccsc2c1=O,-7,0.3,-2,-5,8,20,0,3,4,-1,14
COc1cccc(NC(=O)CCC2CCN(C(=O)c3cncs3)CC2)c1,-6,-0.3,-7,-11,3,4,0,3,2,-2,-21
COc1ccc(SC[C@H](C)CN2CC[C@H](NC(=O)OCc3ccccc3)CCC2=O)cc1,26,-0.5,-2,-9,-8,1,.,2,-1,-6,19
COc1ccc(S(=O)(=O)N2CCN(CC(=O)Nc3cc(Cl)ccc3Cl)CC2)cc1,-7,-0.6,0,-5,-13,-2,1,.,2,-5,-8
Cc1ccc(NC(=O)c2ccc(Cl)c(S(=O)(=O)Nc3c(C)n(C)n(-c4ccccc4)c3=O)c2)cc1Cl,17,0.2,-4,-6,7,-40,.,-7,-3,9,5
O=c1[nH]c(=S)n(-c2ccc(Br)cc2)c2ncccc12,-19,1.9,-7,-1,7,20,-2,10,6,-1,16
Cc1cccc(C(C(=O)NC2CCCC2)N(C(=O)c2csnn2)C2CC2)c1 (stereo unspecified),-3,1.1,-4,-7,4,5,-4,9,-2,-2,24
CC1(C)C/C(=N\O)C(C(O)c2cccc([N+](=O)[O-])c2)C(C)(C)N1 (stereo unspecified),-35,-0.3,0,-4,8,18,-2,1,-3,9,-6
O=c1c2ccccc2nnn1CSc1nc2sc3c(c2c(=O)n1CC1CCCO1)CCC3 (stereo unspecified),-16,1.0,-10,-2,8,12,-2,21,-1,6,26
CCCN(C(=O)CSc1nnnn1C)c1c(N)n(Cc2ccccc2)c(=O)[nH]c1=O,15,0.2,1,-3,12,11,0,-8,-3,7,-10
CN(C(=O)COC(=O)c1cccc(S(=O)(=O)N2CCCCCC2)c1)c1ccccc1,-11,7.0,-4,-7,10,5,.,.,12,-4,7
COc1ccc(CC(=O)OCC(=O)NC(=O)NC2CCCC2)cc1,-12,3.6,-17,-18,-1,0,0,-1,7,3,0

# Full records, quoted from the list. Order of screens: NR2E3 ag-1 | iPSC survival up | PDI turbidity | CaV13 ICDI inh | Peg3 promoter | HIF-2a block | NR2E3 ag-2 | MITF TRPM1 inh | HTR2A ag | H9c2 protect | Shn3 inh set2
# COc1ccc(CC(=O)OCC(=O)NC(=O)NC2CCCC2)cc1 across the screens: -12 | 3.6 | -17 | -18 | -1 | 0 | 0 | -1 | 7 | 3 | 0
# COc1ccc(Br)cc1CN1CCN(C(=O)c2ccco2)CC1 across the screens: -14 | 0.7 | -4 | -2 | 18 | 11 | -1 | -2 | -2 | 2 | 1
# Cn1cc(CN2CCC(n3nccc3NC(=O)c3ccccc3Cl)CC2)cn1 across the screens: -22 | -0.4 | 5 | -5 | 10 | 16 | 2 | -12 | 0 | -1 | -18
# CCC(C)(C)n1nnnc1C(c1cccc(C#N)c1)N1CCN(c2cccc(C)c2C)CC1 (stereo unspecified) across the screens: -5 | 0.1 | -3 | . | 20 | 12 | 6 | -3 | 0 | -3 | 22
# COc1cccc(NC(=O)CCC2CCN(C(=O)c3cncs3)CC2)c1 across the screens: -6 | -0.3 | -7 | -11 | 3 | 4 | 0 | 3 | 2 | -2 | -21

# Other records follow.
SMILES,NR2E3 ag-1,iPSC survival up,PDI turbidity,CaV13 ICDI inh,Peg3 promoter,HIF-2a block,NR2E3 ag-2,MITF TRPM1 inh,HTR2A ag,H9c2 protect,Shn3 inh set2
CCCNC(=S)NC1CC2CCCC(C1)N2Cc1ccc(F)cc1 (stereo unspecified),-21,-0.4,4,-21,9,18,1,0,-4,2,1
COCc1cc(C)n(CC(=O)N/N=C/c2ccc(-c3ccc(Cl)c(C(=O)O)c3)o2)c(=O)c1C#N,-4,2.5,3,-4,11,0,0,7,0,6,-1
O=C(COC(=O)c1ccc(S(=O)(=O)N2CCCC2)cc1)Nc1cccc(F)c1,-2,0.5,1,-6,3,9,-2,7,7,3,-23
CCn1c(SCC(=O)NC2CC2)nnc1-c1csc(C)c1,-15,0.4,0,-3,9,9,3,9,-9,-1,14
CC1Oc2ccccc2OC1(O)c1ccc2ccccc2n1 (stereo unspecified),-4,0.4,5,-5,-11,1,1,12,6,2,-9
CC(C)c1ccc(NC(=O)CN(Cc2ccccc2)S(C)(=O)=O)cc1,30,-2.5,-4,-6,20,21,0,-4,-3,-10,-7
O=C1C2C3c4ccccc4C(c4ccccc43)[C@@H]2C(=O)N1c1ccccn1 (stereo partly specified),-2,0.5,-8,-5,8,8,-1,12,-4,-1,4
CC1CCCC(C)N1C(=O)Cn1cnc2cc([N+](=O)[O-])ccc2c1=O (stereo unspecified),-29,2.1,4,-9,0,22,-2,0,-1,1,5
CC(Nc1ccc2c(c1)OCCO2)C(=O)Nc1ccc2c(c1)OCO2 (stereo unspecified),-11,1.2,-5,2,3,3,1,-7,-1,-9,8
